Shn3 inh set2 = reduces Shn3 3'UTR luciferase signal in osteoblasts; inhibition, % at 12.5 µM; Clone20 osteoblast Shn3 3'UTR firefly luciferase, 24 h; actives 0.52% (n = 360,000); AID 588674;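 active = mean inhibition of at least 75% with every replicate also reaching 75%; inconclusive = mean inhibition at least 75% but some replicate below; inactive = mean inhibition below 75%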;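 also: 0% = median of neutral control wells and 100% = pilot-screen positive control compound; some compounds past the cut are filed as inactive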
CaV13 ICDI inh = Primary screen for inhibitors of IQ motif and Ca2+-dependent inactivation inhibitor domain binding in CACNA1D, Förster resonance energy transfer in living cells, …; HEK cells, CFP/YFP FRET ICDI-IQ, plate reader, 10 min; percent FRET-ratio fall versus neutral wells; inhibition, % at 12.3 µM; actives 0.098% (n = 340,000); AID 743397;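 active = mean replicate inhibition of at least 30% and at least 1% of replicates passing that level; inconclusive = only one of the two criteria is met; inactive = neither criterion is met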;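 also: 0% = median of the neutral control wells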
NR2E3 ag-1 = activates human NR2E3 receptor; inhibition of corepressor binding, % at 3.98 µM; Q9Y5X4; actives 0.35% (n = 360,000); CHO-S Gal4-NCOR/VP16-NR2E3 two-hybrid, luciferase; AID 602229;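 active = inhibition above the mean of all tested compounds plus 3 SD, cut at about 70% in these data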;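 also: 0% = DMSO with NR2E3 transfected cells and 100% = cells lacking NR2E3 construct; higher means lower luciferase signal from less NR2E3 corepressor binding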
PDI inh = blocks human protein disulfide isomerase activity. P07237. PDI insulin aggregation turbidity, A650, 90 min. inhibition, % at 10 µM. actives 0.052% (n = 350,000). AID 588391;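 active = mean inhibition across replicates of 30% or more, whatever share of single replicates reach that level; inconclusive = mean inhibition below 30% while every single replicate reaches 30%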;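 also: absorbance from insulin aggregation driven by PDI reduction with DTT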
Target sequence (P07237 whole entry, looked up): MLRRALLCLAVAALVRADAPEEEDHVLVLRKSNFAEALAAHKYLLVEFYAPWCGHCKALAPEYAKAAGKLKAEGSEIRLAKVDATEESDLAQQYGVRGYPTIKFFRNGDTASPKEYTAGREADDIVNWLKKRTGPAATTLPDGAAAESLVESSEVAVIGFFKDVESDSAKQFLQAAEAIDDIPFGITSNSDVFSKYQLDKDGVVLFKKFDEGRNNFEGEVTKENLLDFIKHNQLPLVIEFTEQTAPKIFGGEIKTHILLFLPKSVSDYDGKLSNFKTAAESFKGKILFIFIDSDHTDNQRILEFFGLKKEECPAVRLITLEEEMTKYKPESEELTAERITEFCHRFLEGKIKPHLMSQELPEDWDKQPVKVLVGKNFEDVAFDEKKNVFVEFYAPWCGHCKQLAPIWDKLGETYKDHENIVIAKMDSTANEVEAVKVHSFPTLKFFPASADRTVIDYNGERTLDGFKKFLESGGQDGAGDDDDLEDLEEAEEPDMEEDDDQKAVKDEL
MITF TRPM1 inh = MITF TRPM1 promoter inhibition in SK-MEL-5 cells | SK-MEL-5 TRPM1 promoter luciferase, 24 h | inhibition, % at 12.5 µM | actives 0.83% (n = 330,000) | AID 488899;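 active = mean inhibition across replicates of 60% or more, whatever share of single replicates reaches that level; inconclusive = some that reach 60%, reason not given; inactive = mean inhibition across replicates below 60%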; also: values of inactives mirror those of a sister screen read the other way
m5-HT2A agonist = activates the mouse 5-HT2A serotonin receptor. P35363. CHO-K1 mHTR2A beta-arrestin complementation, luminescence; percent of 30 µM serotonin response. activation, % at 7.6 µM. actives 0.66% (n = 360,000);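 active = activation above a run cutoff, the mean activation of all tested compounds plus 3 SD, cut at about 14% in these data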;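 also: 0% = plate median of compound wells and 100% = 30 µM serotonin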
Target sequence (P35363 whole entry, looked up): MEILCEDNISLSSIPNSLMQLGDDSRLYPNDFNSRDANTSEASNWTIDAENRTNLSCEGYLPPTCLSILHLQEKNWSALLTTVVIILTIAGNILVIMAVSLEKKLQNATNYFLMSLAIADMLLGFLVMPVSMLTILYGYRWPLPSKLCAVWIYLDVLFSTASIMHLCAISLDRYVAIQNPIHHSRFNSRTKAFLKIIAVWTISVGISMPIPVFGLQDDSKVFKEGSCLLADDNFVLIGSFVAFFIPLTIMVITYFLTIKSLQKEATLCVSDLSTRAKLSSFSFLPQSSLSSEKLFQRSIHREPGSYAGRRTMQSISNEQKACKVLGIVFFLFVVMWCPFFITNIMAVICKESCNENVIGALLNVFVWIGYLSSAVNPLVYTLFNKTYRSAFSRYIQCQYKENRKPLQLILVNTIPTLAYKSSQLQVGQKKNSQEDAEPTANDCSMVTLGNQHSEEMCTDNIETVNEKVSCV
HIF-2a block = HIF-2a inhibition. 786-0 RCC cells HIF-2a reporter, luciferase luminescence, overnight. actives 0.72% (n = 360,000). inhibition, % at 18.8 µM. AID 624352;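 active = inhibition of the luminescence signal of 40% or more relative to plate controls, in a single-dose primary screen at 18.75 µM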
NR2E3 ag-2 = activates human photoreceptor nuclear receptor NR2E3; Q9Y5X4; GST-NR2E3/biotin-RetCOR TR-FRET, 1536-well; inhibition of corepressor binding, % at 4.78 µM; actives 0.12% (n = 320,000); AID 2300;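 active = percent inhibition above the cutoff of mean plus 3 SD of all tested compounds, set per screening campaign, cut at about 20% in these data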;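 also: 0% = DMSO wells and 100% = biotin wells as full block of FRET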
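System: GST-tagged NR2E3 plus biotinylated RetCOR corepressor; Amount: 1.35 nM GST-tagged NR2E3 final; Dosing: single nominal compound dose of 4.8 µM; Schedule: 5 h incubation at 4 °C; Technique: TR-FRET with europium anti-GST and streptavidin-D2, 340 nm excitation; Controls: biotin wells as high control, 0.6% DMSO wells as low control.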
Cardio protect = myocardial damage modulation in H9c2 cells. H9c2 cardiomyocytes, H2O2 injury protection, ATPLite, 2 h. protection from H2O2 cell death, % at 20 µM. actives 0.63% (n = 360,000). AID 588492;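 active = compounds giving at least 50% protection of heart cells from peroxide-induced death in the single-dose screen, raw or plate-pattern-corrected value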;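 also: 0% = DMSO wells with peroxide and 100% = DMSO wells without peroxide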
Peg3 promoter = Peg3 promoter activity inhibition. HeLa PEG-Prom luciferase reporter, luminescence, overnight. inhibition, % at 20 µM. actives 1.7% (n = 360,000). AID 588405;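 active = inhibition of at least 50% at 20 µM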
hiPSC survival = enhancers of human iPSC single-cell survival; hiPSC single-cell survival, ATPlite luminescence; 100% = ROCK inhibitor wells, 0% = DMSO; survival enhancement, % at 20 µM; actives 0.044% (n = 360,000); AID 602274; in the data active = survival enhancement above about 18%;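 also: cells exposed to compounds for 16 hours before the ATP read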
* hit, by the source's call; ? = inconclusive; / = no result given. An unsorted share of the library; overall some 3.9% were active at least once.

SMILES | Shn3 inh set2 | CaV13 ICDI inh | NR2E3 ag-1 | PDI inh | MITF TRPM1 inh | m5-HT2A agonist | HIF-2a block | NR2E3 ag-2 | Cardio protect | Peg3 promoter | hiPSC survival
Cc1cccc(-c2nc3c(c(SCC(=O)N4CCOCC4)n2)CCCC3)c1 | -5 | / | 12 | -10 | -33 | 0 | 14 | 5 | 18 | 5 | 5.7
COc1ccc2c(c1)NC1(O)c3ccccc3C(=O)C21O (configuration not stated) | 6 | -5 | 6 | -1 | 6 | -2 | 4 | -3 | 2 | 3 | -3.0
O=C(O)c1cnc(-c2ccccc2)nc1Oc1ccc(Cl)cc1 | 2 | -4 | -5 | -6 | 12 | -1 | 9 | 5 | 7 | 9 | 0.4
COc1ccc(-c2nn(-c3ccccc3)cc2/C=C/C(=O)N2CCOCC2)cc1OC | -6 | -3 | -8 | 4 | -4 | -3 | 7 | 0 | 28 | 13 | 0.1
O=[N+]([O-])c1ccc(S(=O)(=O)c2ccccc2)nc1 | 93* | -4 | -6 | 0 | 94* | 1 | 75* | -1 | -22 | 97* | 4.1
COc1ccc(Br)cc1-c1noc(-c2ccncc2)n1 | 18 | -2 | -17 | -16 | 3 | -3 | -2 | 0 | -7 | -6 | -0.8
N#CC1(C(N)=O)OC12CCS(=O)(=O)c1ccccc12 (configuration not stated) | 14 | -7 | 10 | -3 | 2 | -2 | 1 | / | -3 | 3 | 7.9
Cc1cccc(-c2nnc(NC(=O)c3cccs3)s2)c1 | -51 | -6 | -36 | / | -40 | -6 | -159 | 2 | -1 | -102 | 0.9
Cc1ccccc1N1C(=O)c2ccccc2C1O (configuration not stated) | 3 | -21 | -38 | -14 | 10 | -1 | 11 | 0 | 12 | -11 | -0.5
COC(=O)[C@]12CCCCC=C1N(Cc1ccccc1)C(=O)[C@H](CC(=O)NCCC(C)C)C2 | / | -6 | -8 | / | / | -2 | 20 | / | / | / | -0.7
CCN(CC)c1ccc(C(=C2C=CC(=[N+](CC)CC)C=C2)c2ccccc2)cc1 | 97* | -9 | 101* | 19 | 109* | -4 | 84* | / | -21 | 96* | -3.9
COC(=O)C1CCN(C(=O)COC(=O)c2ccc(OC)c(S(=O)(=O)N3CCCc4ccccc43)c2)CC1 | 56 | 1 | 4 | -5 | 10 | 2 | 2 | 0 | 14 | -25 | 1.3
O=C(CNCc1ccccc1)NC1C2CC3CC(C2)CC1C3 (configuration not stated) | -27 | ? | -34 | 2 | -18 | -2 | -92 | -4 | -7 | -52 | -0.5
Cc1cccc(-n2c(C)cc(/C=N/O)c2C)c1 | 17 | -5 | -13 | -27 | 4 | 0 | 2 | -6 | -4 | 6 | 1.3
Cc1ccccc1SCC(=O)NC1CCOC1=O (configuration not stated) | -21 | -4 | 4 | 1 | 5 | -1 | -1 | -1 | 2 | -11 | 0.0
[N-]=[N+]=NC1c2ccccc2C(=O)N1Cc1ccccc1 (configuration not stated) | -16 | -2 | 0 | -4 | 3 | -5 | 2 | 1 | -1 | 7 | 0.1
Cc1cccc(C)c1NC(=O)CSc1nc(N2CCOCC2)nc(N2CCOCC2)n1 | -9 | -4 | -7 | -6 | -19 | 0 | 9 | 0 | -3 | 0 | 1.2
O=C(CN1CCN(Cc2ccccc2)CC1)Nc1cccc(S(=O)(=O)N2CCCCCC2)c1 | 1 | -5 | -6 | 6 | 14 | -3 | 26 | -2 | 6 | 20 | -0.4
CCCC(C)C(=O)Nc1ccc(C(N)=O)cc1 (configuration not stated) | -11 | -3 | -13 | 5 | 11 | -3 | 5 | -2 | -1 | 7 | -1.0
O=C(CN1CCCCC1)NNC(=O)c1ccc([N+](=O)[O-])cc1 | -14 | -3 | -4 | 9 | 10 | 0 | 8 | -3 | 8 | -8 | -0.5
CC(C)NC(=O)c1ccccc1NS(=O)(=O)c1ccc(Br)s1 | 13 | -8 | 27 | 11 | 14 | -1 | 12 | / | -2 | 16 | 1.7
CCOC(=O)[C@H]1[C@H]2COc3cc(OC)ccc3[C@@H]2N2C(=O)N(c3cccc(Cl)c3)C(=O)[C@@]12C | 35 | / | 2 | 0 | 4 | 3 | 16 | 5 | -6 | 16 | -2.3
C=CCn1cc(C(=O)OC)c(=O)c2cc(S(=O)(=O)N3CCCCCC3)ccc21 | 3 | -6 | 12 | -2 | 4 | 4 | 12 | 1 | 5 | 6 | -0.2
C=CCNC(=S)Nc1sc2c(c1C(=O)OCC)CCN(C(=O)OCC)C2 | -3 | -6 | -46 | 1 | -4 | 4 | -28 | 5 | 18 | -11 | -0.4
O=C1CC(=O)C(n2cncn2)C(c2ccc(Cl)cc2Cl)C1 (configuration not stated) | -4 | / | -8 | -7 | 2 | 1 | 18 | 4 | -3 | -5 | -0.7

An excerpt of these results, with tabs:
Molecule	Shn3 inh set2	CaV13 ICDI inh	NR2E3 ag-1	PDI inh	MITF TRPM1 inh	m5-HT2A agonist	HIF-2a block	NR2E3 ag-2	Cardio protect	Peg3 promoter	hiPSC survival
Cc1cccc(-c2nc3c(c(SCC(=O)N4CCOCC4)n2)CCCC3)c1	-5	/	12	-10	-33	0	14	5	18	5	5.7
COC(=O)C1CCN(C(=O)COC(=O)c2ccc(OC)c(S(=O)(=O)N3CCCc4ccccc43)c2)CC1	56	1	4	-5	10	2	2	0	14	-25	1.3
O=C(CN1CCN(Cc2ccccc2)CC1)Nc1cccc(S(=O)(=O)N2CCCCCC2)c1	1	-5	-6	6	14	-3	26	-2	6	20	-0.4
Cc1ccccc1SCC(=O)NC1CCOC1=O (configuration not stated)	-21	-4	4	1	5	-1	-1	-1	2	-11	0.0

Returning to the listing with the two entries that preceded the break.
SMILES | Shn3 inh set2 | CaV13 ICDI inh | NR2E3 ag-1 | PDI inh | MITF TRPM1 inh | m5-HT2A agonist | HIF-2a block | NR2E3 ag-2 | Cardio protect | Peg3 promoter | hiPSC survival
C=CCNC(=S)Nc1sc2c(c1C(=O)OCC)CCN(C(=O)OCC)C2 | -3 | -6 | -46 | 1 | -4 | 4 | -28 | 5 | 18 | -11 | -0.4
O=C1CC(=O)C(n2cncn2)C(c2ccc(Cl)cc2Cl)C1 (configuration not stated) | -4 | / | -8 | -7 | 2 | 1 | 18 | 4 | -3 | -5 | -0.7
O=[N+]([O-])c1ccc2nc(SCc3cn4ccccc4n3)[nH]c2c1 | 3 | -5 | -56 | -5 | -13 | -4 | -33 | -2 | 26 | -34 | 1.6
COc1ccc(N2CC(O)=C(c3nc(-c4ccc(Cl)cc4)cs3)C2=N)cc1 | 25 | -5 | -18 | 3 | 7 | 1 | 15 | -2 | -16 | 24 | 0.0
CN(C(=O)COC(=O)Cn1cnc2ccccc21)C1CCCCC1 | 9 | -6 | -7 | 2 | 4 | 0 | 10 | / | -13 | 12 | 1.7
CCO[C@H]1OC(C(=O)NC2CC2)=C[C@@H](C)[C@@H]1CCCO | -12 | -10 | 4 | 12 | -2 | 4 | 1 | -1 | 3 | -3 | 4.8
CS(=O)(=O)Nc1ccc(-c2ccc(/C=C3\SC(N)=NC3=O)o2)cc1 | 19 | -10 | -9 | 9 | 14 | 3 | 2 | -5 | 20 | 10 | 4.5
C[C@H](NC(=O)OC(C)(C)C)c1nnc(SCC(=O)Nc2ccc(Br)cc2)o1 | -7 | -4 | 15 | -5 | 4 | 4 | 17 | -3 | -5 | -66 | -1.3
CCOC(=O)c1c(NC(=O)CSc2nc3c(c(=O)n(C)c(=O)n3C)n2C(C)C)sc(C)c1C | 11 | -5 | 17 | 5 | -7 | 4 | 15 | 0 | 1 | 25 | -1.4
C[C@H](CO)N1C[C@H](C)[C@@H](CN(C)S(=O)(=O)c2ccc(F)cc2)OCc2cn(nn2)CCCC1=O | 6 | -5 | -5 | -1 | / | -5 | 3 | / | -3 | 5 | 4.8
C#CCOCCOCCOCCNc1nc(N2CCN(C(=O)CCCCCCCCCCNC(=O)Cn3cc(C[C@@H](C)O)nn3)CC2)nc(N2CCN(C(=O)CCCCCCCCCCNC(=O)[C@H](CCCCN)n3cc(CCCC(=O)O)nn3)CC2)n1 | -1 | -12 | -18 | -2 | -7 | 2 | 4 | 3 | 0 | -8 | -1.7
CC(C)CNc1ncnc2c1ncn2[C@H]1CN(Cc2ccncc2)C[C@@H](CO)O1 | -12 | -11 | 7 | 5 | / | 2 | 5 | / | -2 | 3 | 0.4
CCC1CCc2c(sc(NC(=O)c3ccco3)c2C(N)=O)C1 (configuration not stated) | -81 | -5 | -74 | 1 | -51 | 11 | -334 | 0 | -8 | -308 | -2.3
COc1ccc(CCCC(=O)N/N=C/c2cccc(OC)c2O)cc1C | ? | -3 | -38 | 7 | 25 | -4 | 11 | 5 | 53* | 30 | -0.4
COc1cccc(CCC(=O)N(C)C2CCCN(Cc3ccccc3F)C2)c1 (configuration not stated) | -13 | -5 | -23 | 3 | -10 | -1 | 9 | 2 | -1 | -20 | -0.3
Nc1nnc(SCc2c(F)cccc2Cl)s1 | / | -5 | -18 | 17 | -8 | 7 | -40 | 1 | 3 | -29 | 1.0
O=C1CC[C@H](O)CCN1CCSc1ccc(Br)cc1 | -21 | -6 | -24 | 1 | -20 | 0 | -63 | 1 | 1 | -39 | 2.5
Cc1c(NS(=O)(=O)c2ccc(N(C)C3CCCCC3)c([N+](=O)[O-])c2)c(=O)n(-c2ccccc2)n1C | -6 | -5 | -11 | -3 | 1 | 0 | 20 | 0 | -4 | 5 | 0.0
Cc1ccc(N(CC(=O)NC2CCCCC2)C(=O)CCCC(=O)Nc2ccccn2)cc1 | -6 | -3 | -15 | -2 | 5 | 0 | 5 | 4 | 2 | 11 | -0.3
COC(=O)c1cc(NC(=O)CC2Oc3ccccc3NC2=O)cc(C(=O)OC)c1 (configuration not stated) | -11 | -6 | -11 | 0 | 6 | 1 | 20 | -1 | 1 | 1 | 0.8
COc1cc(/C=C/C(=O)OCC(=O)c2ccc[nH]2)cc(OC)c1OC | -1 | -10 | -12 | -2 | 2 | 1 | -8 | / | 6 | -4 | -1.0
